CR mimetic SO: lowers age-related superoxide in aged yeast cells; AID 2690; S. cerevisiae aged cells, superoxide DHE fluorescence; hits give low values; 330,000 compounds, 0.18% hits; superoxide response (% of plate mean), % at 10 µM;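 active = superoxide response under a set limit, about three screen SD below normal, cut at about 65% in these data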;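 note: yeast aged for seven days with compound at 30 °C before DHE staining; 100% = average MFI of all compound-treated wells on the plate with controls excluded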
Fam108B inh: blocks mouse Fam108B hydrolase in RBBP9 counter-screen; AID 1947; inhibition, % at 9.51 µM; recombinant Fam108B, FP-Rh probe fluorescence polarization; 300,000 compounds, 0.33% hits;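 active = inhibition above the screen mean inhibition plus 3 SD, computed separately per campaign, cut at about 18% in these data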;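 note: inhibitors lower polarization as less probe binds the enzyme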
GLD-1 TGE inh: GLD-1-TGE RNA interaction inhibition (C. elegans); Q17339; purified GLD-1 + fluorescein TGE RNA, fluorescence polarization; inhibition, % at 5.96 µM; 320,000 compounds, 0.44% hits; AID 2280;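 active = percent inhibition above a per-plate cutoff, the plate mean of test compounds plus 3 SD, cut at about 30% in these data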;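 note: 0% = DMSO wells with GLD-1 and probe and 100% = wells lacking GLD-1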
Target sequence (Q17339 whole entry, looked up): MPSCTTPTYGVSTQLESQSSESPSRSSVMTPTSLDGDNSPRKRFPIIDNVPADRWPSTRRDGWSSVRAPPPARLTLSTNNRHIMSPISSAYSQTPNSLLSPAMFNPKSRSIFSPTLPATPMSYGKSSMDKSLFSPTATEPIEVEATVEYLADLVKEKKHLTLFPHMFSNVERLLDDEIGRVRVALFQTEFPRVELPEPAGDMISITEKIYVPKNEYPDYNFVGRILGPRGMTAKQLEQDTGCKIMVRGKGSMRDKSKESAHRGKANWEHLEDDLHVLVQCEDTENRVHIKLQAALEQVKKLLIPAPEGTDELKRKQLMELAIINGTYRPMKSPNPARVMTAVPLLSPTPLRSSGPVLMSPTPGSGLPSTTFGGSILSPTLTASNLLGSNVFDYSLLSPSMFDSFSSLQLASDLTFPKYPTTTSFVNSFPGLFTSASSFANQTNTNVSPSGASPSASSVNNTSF
EBNA-1 inhibitor: blocks EBNA-1 binding to DNA; 300,000 compounds, 0.34% hits; EBNA-1 DNA binding, fluorescence polarization; inhibition, % at 14.8 µM; AID 1950; in the data active = inhibition above about 28%
Efflux pump inh: inhibitors of Candida antifungal efflux pumps expressed in yeast; S. cerevisiae Candida pump triplex, Nile Red efflux; inhibition, % at 10 µM; 330,000 compounds, 0.44% hits;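 active = plate passing quality check with inhibition over a set limit, or well fluorescence over plate mean plus 4 SD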;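 note: Nile Red retained in pooled yeast measured as flow cytometry median fluorescence; 0% = buffer negative control and 100% = Enniatin B positive control; higher means more Nile Red kept so more efflux inhibition; some compounds called inactive have numbers as strong as hits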
MEX-5 binding: C. elegans MEX-5 TCR-2 RNA binding activity; Q9XUB2; MEX-5/FITC-TCR2 RNA binding, fluorescence polarization; hits give low values; activity score (negative = inhibition of binding), % at 10 µM; 300,000 compounds, 0.38% hits; AID 1832;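 active = inhibition past about -25% in most replicates, and total fluorescence under double the plate's negative control median, limit read from the data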;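 note: 0% = DMSO and -100% = 5 µM competing unlabeled TCR2 RNA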
Target sequence (Q9XUB2 whole entry, looked up): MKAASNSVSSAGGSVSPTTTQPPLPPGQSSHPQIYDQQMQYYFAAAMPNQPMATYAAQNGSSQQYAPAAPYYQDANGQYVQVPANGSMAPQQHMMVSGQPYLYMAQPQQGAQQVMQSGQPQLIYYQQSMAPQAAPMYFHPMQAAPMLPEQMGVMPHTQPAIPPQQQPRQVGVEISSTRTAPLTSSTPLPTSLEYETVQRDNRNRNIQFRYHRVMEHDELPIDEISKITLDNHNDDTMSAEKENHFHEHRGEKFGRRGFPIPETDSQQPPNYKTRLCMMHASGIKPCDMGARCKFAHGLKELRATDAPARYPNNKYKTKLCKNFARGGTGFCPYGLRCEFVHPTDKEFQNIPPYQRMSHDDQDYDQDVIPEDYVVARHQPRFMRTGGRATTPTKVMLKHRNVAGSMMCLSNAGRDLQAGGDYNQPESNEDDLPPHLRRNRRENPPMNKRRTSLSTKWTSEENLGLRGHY
ZTA counter: counter-screen for EBNA-1 inhibitors: inhibitors of Epstein-Barr virus ZTA; 320,000 compounds, 0.15% hits; inhibition, % at 11 µM; ZTA-DNA binding, fluorescence polarization; P03206; in the data active = inhibition above about 33%
MCL1-BIM inh: MCL1-BIM-BH3 interaction inhibition (human); Q07820; GST-MCL1 / FITC-Bim-BH3 fluorescence polarization; inhibition, % at 10.9 µM; 320,000 compounds, 0.68% hits; AID 2057;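 active = inhibition above the mean inhibition of all tested compounds plus 3 SD, set per campaign, cut at about 40% in these data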;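 note: 0% = DMSO wells and 100% = unlabeled Bim-BH3 peptide control; higher means more loss of mP so more displacement of Bim peptide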
BCLXL inh: Bcl-xL (human) inhibition; Q07817; GST-Bcl-xL / FITC-Bim BH3 peptide fluorescence polarization; inhibition, % at 10.9 µM; 320,000 compounds, 0.7% hits; AID 2129;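 active = inhibition above the mean of all tested compounds plus 3 SD, cutoff set per campaign, cut at about 30% in these data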;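 note: 0% = DMSO wells and 100% = unlabeled Bim-BH3 peptide competitor; inhibitors lower millipolarization by displacing the labeled peptide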
Starred values were filed as active, the others as inactive; nt = no result given.

The line under a structure holds: CR mimetic SO | Fam108B inh | GLD-1 TGE inh | EBNA-1 inhibitor | Efflux pump inh | MEX-5 binding | ZTA counter | MCL1-BIM inh | BCLXL inh
S=c1[nH]nc(-c2cccs2)n1C1CCCCC1
 : 101 | -2 | -6 | -10 | 0.5 | 0.4 | 3 | -10 | -5
CN1CCc2c1nc1ccccc1c2NC(=O)CN1CCCC1
 : 102 | -3 | -4 | 2 | 0.1 | -1.0 | 7 | 2 | 3
COc1ccc2nc(NCCO)[nH]c2c1
 : 95 | -1 | 0 | 8 | -0.1 | -3.0 | 0 | 4 | 7
CN(CCC1CCOCC1)C(=O)CC1C(=O)NCCN1Cc1ccccc1F (stereo not drawn)
 : 110 | -2 | 14 | -8 | 0.2 | -2.1 | -5 | 11 | 16
CCOC(=O)c1ccccc1NC(=O)COC(=O)C1CCN(S(=O)(=O)c2ccccc2C(=O)OC)CC1
 : 98 | -4 | 0 | -2 | 0.2 | 2.1 | -6 | 0 | 6
CSCC[C@H](NC(=O)OC(C)(C)C)c1nnc(SCc2cccc(F)c2)o1
 : 98 | 5 | 10 | 1 | 0.2 | 1.6 | 3 | -7 | -1
CC1CCN(c2ccc([N+](=O)[O-])cn2)CC1
 : 90 | -4 | 1 | -3 | 0.7 | 2.3 | 0 | -5 | 0
Cn1c(SCC(=O)Nc2cc(Cl)cc(Cl)c2)nnc1-c1ccc2nonc2c1
 : 106 | -10 | -2 | 1 | -0.1 | 1.3 | -21 | 1 | -3
Cc1ccc(NC(=O)C2CCCC2)cc1Cl
 : 102 | 0 | 6 | -7 | 0.1 | 0.4 | 1 | 3 | 4
CCCCC1N2CC3([N+](=O)[O-])CN1CC([N+](=O)[O-])(C2)C3(C)C (stereo not drawn)
 : 94 | 0 | -1 | -6 | 0.0 | -0.2 | 7 | 8 | 6
COC(=O)c1cc(C(=O)OCC(=O)NCc2ccc3c(c2)OCO3)cc([N+](=O)[O-])c1
 : 110 | 1 | 6 | -13 | -0.1 | -0.1 | -19 | -6 | -2
CCN(CC)S(=O)(=O)c1cccc(C(=O)Nc2cccc(C)c2)c1
 : 102 | -5 | 2 | 2 | 0.0 | 1.6 | 22 | 11 | 8
O=C(Oc1ccccc1F)c1ccc2c(=O)n3c(nc2c1)CCC3
 : 106 | -4 | 7 | -9 | 0.0 | 0.4 | -25 | -6 | -8
O=C(Oc1cccc2cccnc12)c1ccco1
 : 109 | 1 | 3 | -2 | -0.1 | 0.0 | 18 | 14 | 1
CC(=O)C1=C(C)NC(=O)NC1c1ccccc1OCC(=O)NCCc1ccccc1 (stereo not drawn)
 : 101 | -5 | 6 | 8 | -0.1 | 2.7 | 8 | 9 | 6
Cc1ccccc1NC(=S)NCc1ccc2c(c1)cc(C)n2C
 : 98 | 3 | 5 | -10 | -0.1 | 1.8 | 3 | 8 | -2
O=C(Cc1sc(-c2ccccc2)nc1-c1ccccc1)Nc1ccc(Cl)cc1
 : 118 | -8 | -3 | -8 | 0.2 | -1.4 | 3 | 3 | 0
Cc1ccc(NC(=O)c2ccc(OC(F)(F)F)cc2)cc1S(=O)(=O)N(C)C
 : 87 | -3 | 1 | 2 | -0.4 | 0.9 | 1 | 1 | 0
CC(C)(C)c1ccc(C(=O)Nc2ccc3c(c2)C(=O)NC3=O)cc1
 : 110 | -10 | 8 | -3 | 0.4 | -1.0 | -20 | -5 | 2
O=C(Cn1c2c(c(-c3ccccc3Cl)cc1=O)CCC2)NCCCN1CCOCC1
 : 90 | -1 | 0 | 5 | 0.0 | -3.1 | -8 | 9 | 8
O=C(Cn1c(-c2ccccc2Cl)nc2ccccc21)Nc1cccc(Cl)c1
 : 105 | 0 | -3 | 5 | 0.3 | -0.7 | 3 | 3 | 3
CCOc1ccc(NC(=O)CCCn2nc(C)c3c(C)n(-c4ccccc4)nc3c2=O)cc1
 : 116 | -2 | 9 | 9 | 0.0 | -0.5 | 6 | 4 | 7
O=C(Nc1ccccc1-c1nnn(CC(=O)N2CCCc3ccccc32)n1)c1ccco1
 : 116 | -7 | 6 | 14 | 0.0 | -2.1 | 22 | -1 | -2
CCc1ccc(S(=O)(=O)N/N=C(/C)c2ccncc2)cc1
 : 96 | -3 | 5 | 4 | 0.0 | -0.9 | -14 | -4 | -1
Cc1[nH]n(-c2ccccc2)c(=O)c1N=Nc1c(Cl)cccc1Cl
 : 114 | 6 | 5 | -12 | -0.2 | 0.5 | 0 | 9 | 7
CCCCn1c(N)c(N(CCC(C)C)C(=O)C2CSC3(C)CCC(=O)N23)c(=O)[nH]c1=O (stereo not drawn)
 : 112 | -2 | 2 | -7 | -0.1 | 0.1 | -10 | -15 | -8
COc1ccc(-c2cc(N3C(=O)Nc4ccccc4N3O)n[nH]2)c(OC)c1
 : 99 | 2 | 2 | 6 | -0.1 | 3.6 | 7 | -1 | -4
COc1ccc(-n2c(SCC(=O)Nc3cccc(S(N)(=O)=O)c3)nc3ccccc3c2=O)cc1OC
 : 92 | -2 | 0 | -9 | 0.0 | nt | -4 | -2 | -3
Cc1ccc(S(=O)(=O)NC(N)=NCCc2ccc(Cl)cc2)cc1
 : 103 | 6 | 0 | 8 | 0.3 | -0.3 | 16 | 7 | 2
Cc1ccc(C(=O)N2NC(c3ccccc3F)C3C(=O)N(c4cccc(C)c4)C(=O)C32)cc1 (stereo not drawn)
 : 93 | 0 | 5 | -8 | -0.1 | 2.7 | 0 | -1 | 5
Cc1ccn(S(=O)(=O)c2ccc(C(C)(C)C)cc2)n1
 : 78 | 5 | -4 | -4 | -0.1 | 0.6 | -15 | 2 | 7
COc1ccc(Cl)cc1NC(=O)CSc1nnc(-c2ccncc2)n1CC1CCCO1 (stereo not drawn)
 : 99 | 1 | 8 | -10 | -0.1 | 3.2 | -23 | -1 | 4
COC(=O)[C@H]1C[C@@H](c2ccccc2)[C@H](C)C1(C)C
 : 82 | -2 | -6 | 6 | 0.1 | nt | 4 | 1 | 4
COc1ccccc1/C=C1/SC(=S)N(C(C)C(=O)NC2C=CS(=O)(=O)C2)C1=O (stereo not drawn)
 : 111 | 3 | -11 | 1 | 0.0 | -5.4 | -4 | 9 | 5
O=C(NC12CC3CC(CC(C3)C1)C2)c1cncc(O)c1
 : 121 | 1 | 0 | 2 | 0.0 | -3.7 | -19 | 3 | 7
COCCn1nnnc1C(c1cc2c(C)cc(C)cc2[nH]c1=O)N1CCCCCC1 (stereo not drawn)
 : 101 | -6 | 5 | 2 | 0.0 | -0.2 | 9 | 9 | 12
Cc1ccc(NS(=O)(=O)c2cccc(C(=O)O)c2)cc1S(=O)(=O)N1CCCCC1
 : 105 | 2 | 6 | 0 | -0.3 | 1.2 | -1 | 8 | 6
Cc1cccc(NC(=S)NC(=O)c2ccc(Br)o2)c1
 : 104 | -4 | -1 | 7 | -0.3 | 1.3 | 6 | 4 | 0
COc1ccc(Cl)cc1C(=O)OCC(=O)c1ccc[nH]1
 : 100 | nt | 2 | nt | 0.2 | nt | 9 | 2 | 0
CCC(=O)Nc1ccc(Cl)c(NC(=S)NC(=O)c2ccco2)c1
 : 97 | -1 | 0 | 8 | 0.2 | 1.6 | 0 | 5 | 5
O=c1c2ccc(Cl)cc2nc2n1CC/C2=C\c1cccc(O)c1
 : 104 | -7 | 4 | -4 | -0.1 | -12 | -19 | -11 | -10
COc1ccc(S(=O)(=O)N2CCC3(CC2)OCCN3S(=O)(=O)c2ccccc2)cc1OC
 : 88 | 0 | 3 | 3 | -0.1 | 0.8 | -7 | 8 | 5
CC(C)CNC(=O)C(=O)NCC(c1ccc2c(c1)OCO2)N1CCOCC1 (stereo not drawn)
 : 97 | 1 | 3 | -2 | -0.1 | -0.1 | -28 | 12 | 8
CCOc1ccc(OCC)c(-c2c(=O)n(OCc3ccccc3Br)c3ccccc3[n+]2[O-])c1
 : 109 | -2 | 7 | -2 | 0.0 | 1.7 | 2 | 5 | 3
COc1cc(CC(=O)Nc2nc(C)cs2)cc(OC)c1OC
 : 96 | 1 | -6 | 2 | 0.1 | 2.0 | 0 | 4 | -2
O=C(Nc1nccs1)c1ccc(COc2ccccc2Br)o1
 : 96 | -9 | 3 | -4 | 0.2 | 2.2 | -2 | 6 | -1
Cc1cc(CN(C)C(=O)c2ccc(OC3CCN(Cc4ccccn4)CC3)cc2)on1
 : 95 | 0 | 4 | -7 | -0.1 | -9.4 | -8 | 7 | 9
COc1ccc(N2CCN(C(=O)CCNS(=O)(=O)c3ccccc3)CC2)cc1
 : 103 | 1 | 3 | 2 | 0.4 | -0.3 | 4 | -1 | 2
COc1cc(NC(=O)COC(=O)/C=C/c2ccc(O)c(OC)c2)cc(OC)c1
 : 106 | -1 | 6 | 2 | -0.1 | 1.2 | -9 | 5 | 3
O=C(CSCCN1C(=O)c2ccccc2C1=O)Nc1ccc2ccccc2c1
 : 84 | 0 | 1 | 4 | 0.2 | 0.6 | 5 | 16 | 5

(next part)
The line under a structure holds: CR mimetic SO | Fam108B inh | GLD-1 TGE inh | EBNA-1 inhibitor | Efflux pump inh | MEX-5 binding | ZTA counter | MCL1-BIM inh | BCLXL inh
Cc1ccc(C(=O)NCC(=O)OCC(=O)NC(C)c2ccccc2)s1 (stereo not drawn)
 : 88 | 2 | 2 | -5 | 0.0 | -1.5 | -16 | -4 | -8
Cc1cc(-n2ccnc2)n2c(nc3ccccc32)c1C#N
 : 99 | -1 | -4 | 3 | -0.1 | 14 | -2 | 1 | 3
O=C(c1ccc(N2CCOCC2)c([N+](=O)[O-])c1)N1CCN(Cc2ccccc2)CC1
 : 100 | 4 | 1 | -3 | -0.1 | 1.2 | -7 | 3 | 3
CCn1nnnc1NCc1ccc(OCc2ccc(F)cc2Cl)c(OC)c1
 : 94 | -4 | 5 | 1 | -0.1 | 0.5 | -23 | 4 | 2

Structural class, the compounds so far containing fluorine.
The line under a structure holds: CR mimetic SO | Fam108B inh | GLD-1 TGE inh | EBNA-1 inhibitor | Efflux pump inh | MEX-5 binding | ZTA counter | MCL1-BIM inh | BCLXL inh
CN(CCC1CCOCC1)C(=O)CC1C(=O)NCCN1Cc1ccccc1F (stereo not drawn)
 : 110 | -2 | 14 | -8 | 0.2 | -2.1 | -5 | 11 | 16
CSCC[C@H](NC(=O)OC(C)(C)C)c1nnc(SCc2cccc(F)c2)o1
 : 98 | 5 | 10 | 1 | 0.2 | 1.6 | 3 | -7 | -1
O=C(Oc1ccccc1F)c1ccc2c(=O)n3c(nc2c1)CCC3
 : 106 | -4 | 7 | -9 | 0.0 | 0.4 | -25 | -6 | -8
Cc1ccc(NC(=O)c2ccc(OC(F)(F)F)cc2)cc1S(=O)(=O)N(C)C
 : 87 | -3 | 1 | 2 | -0.4 | 0.9 | 1 | 1 | 0
Cc1ccc(C(=O)N2NC(c3ccccc3F)C3C(=O)N(c4cccc(C)c4)C(=O)C32)cc1 (stereo not drawn)
 : 93 | 0 | 5 | -8 | -0.1 | 2.7 | 0 | -1 | 5
CCn1nnnc1NCc1ccc(OCc2ccc(F)cc2Cl)c(OC)c1
 : 94 | -4 | 5 | 1 | -0.1 | 0.5 | -23 | 4 | 2

Screening results deposited in PubChem BioAssay by several laboratories.

Hits appear at their usual frequency. About 2.3% of those tested had a hit in this group.
